# High-throughput results from PubChem BioAssay.
# GLD-1 TGE inh: GLD-1-TGE RNA interaction inhibition (C. elegans) | Q17339 | purified GLD-1 + fluorescein TGE RNA, fluorescence polarization | inhibition, % at 5.96 µM | hit rate 0.44% among 320,000 | AID 2280;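 active means percent inhibition above a per-plate cutoff, the plate mean of test compounds plus 3 SD, cut at about 30% in these data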;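 further: 0% = DMSO wells with GLD-1 and probe and 100% = wells lacking GLD-1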
# Target sequence (Q17339 whole entry, looked up): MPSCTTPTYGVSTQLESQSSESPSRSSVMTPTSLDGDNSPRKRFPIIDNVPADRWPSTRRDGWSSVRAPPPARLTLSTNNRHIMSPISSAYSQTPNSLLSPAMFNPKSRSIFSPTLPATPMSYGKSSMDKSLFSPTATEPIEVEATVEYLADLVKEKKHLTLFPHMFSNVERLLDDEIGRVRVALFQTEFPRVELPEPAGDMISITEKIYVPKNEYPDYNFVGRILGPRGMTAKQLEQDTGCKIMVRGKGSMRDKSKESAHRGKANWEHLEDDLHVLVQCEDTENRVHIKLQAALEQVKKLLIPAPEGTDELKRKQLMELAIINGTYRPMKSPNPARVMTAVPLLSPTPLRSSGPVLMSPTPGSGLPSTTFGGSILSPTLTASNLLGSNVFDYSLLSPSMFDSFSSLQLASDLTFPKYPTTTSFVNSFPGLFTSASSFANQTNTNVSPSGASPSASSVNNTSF
# BCLXL inh: blocks human Bcl-xL binding to Bim BH3 peptide | AID 2129 | GST-Bcl-xL / FITC-Bim BH3 peptide fluorescence polarization | inhibition, % at 10.9 µM | Q07817 | hit rate 0.7% among 320,000;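 active means inhibition above the mean of all tested compounds plus 3 SD, cutoff set per campaign, cut at about 30% in these data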;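 further: 0% = DMSO wells and 100% = unlabeled Bim-BH3 peptide competitor; inhibitors lower millipolarization by displacing the labeled peptide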
# pPAFAH FP inh: pPAFAH (human) enzyme inhibition | Q13093 | recombinant pPAFAH, FP-rhodamine probe fluorescence polarization | inhibition, % at 3.39 µM | hit rate 1.5% among 330,000;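 active means inhibition above the mean inhibition across the screen plus 3 SD, cut at about 25% in these data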;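 further: inhibitors block binding of the rhodamine activity-based probe so polarization drops; 0% = enzyme with DMSO and 100% = wells lacking pPAFAH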
# PAFAH1B2 FP inh: blocks human PAF acetylhydrolase 1b catalytic subunit 2; inhibition, % at 3.39 µM; hit rate 1.2% among 340,000; AID 492953; P68402; recombinant PAFAH1B2, FP-rhodamine activity probe, fluorescence polarization;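 active means inhibition above the mean of all tested compounds plus 3 SD, cut at about 24% in these data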;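 further: 0% = enzyme with DMSO and 100% = wells lacking PAFAH1B2; many of its hits are not listed in these tables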
# Target sequence (P68402 whole entry, looked up): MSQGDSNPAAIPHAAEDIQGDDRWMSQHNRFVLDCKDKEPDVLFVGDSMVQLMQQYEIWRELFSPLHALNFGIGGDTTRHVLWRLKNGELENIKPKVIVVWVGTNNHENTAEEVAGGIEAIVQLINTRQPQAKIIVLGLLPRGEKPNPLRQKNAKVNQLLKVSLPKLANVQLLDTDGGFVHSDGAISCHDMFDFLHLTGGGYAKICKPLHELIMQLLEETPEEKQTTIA
# MEX-5 binding: C. elegans MEX-5 TCR-2 RNA binding activity | AID 1832 | Q9XUB2 | hit rate 0.38% among 300,000 | activity score (negative = inhibition of binding), % at 10 µM | MEX-5/FITC-TCR2 RNA binding, fluorescence polarization; hits give low values;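 active means inhibition past about -25% in most replicates, and total fluorescence under double the plate's negative control median, limit read from the data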;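 further: 0% = DMSO and -100% = 5 µM competing unlabeled TCR2 RNA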
# Fam108B counter: counter-screen for RBBP9 inhibitors: inhibitors of mouse Fam108B; AID 1947; recombinant Fam108B, FP-Rh probe fluorescence polarization; inhibition, % at 9.51 µM; hit rate 0.33% among 300,000;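 active means inhibition above the screen mean inhibition plus 3 SD, computed separately per campaign, cut at about 18% in these data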;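 further: inhibitors lower polarization as less probe binds the enzyme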
# AHR act: activators of human aryl hydrocarbon receptor | hit rate 2.5% among 320,000 | P35869 | AID 2796 | AHR-responsive luciferase reporter cells, luminescence | activation, % at 5 µM; in the data active means activation above about 47%;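 further: 0% = vehicle wells and 100% = reference agonist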
# PME-1 primary: blocks human protein phosphatase methylesterase 1. Q9Y570. recombinant PME-1, FP-Rh probe fluorescence polarization. inhibition, % at 5.9 µM. hit rate 0.53% among 320,000;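 active means inhibition above the campaign mean of all compounds plus 3 SD, cut at about 26% in these data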;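 further: competitive labeling of PME-1 active site by serine hydrolase directed probe; 0% = PME-1 with DMSO and 100% = wells lacking PME-1 enzyme; inhibitors block probe labeling so polarization falls and inhibition rises; many of its hits are not listed in these tables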
# MCL1-BIM inh: disrupts human MCL1 binding to BIM-BH3 peptide | GST-MCL1 / FITC-Bim-BH3 fluorescence polarization | inhibition, % at 10.9 µM | hit rate 0.68% among 320,000 | AID 2057;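 active means inhibition above the mean inhibition of all tested compounds plus 3 SD, set per campaign, cut at about 40% in these data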;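 further: 0% = DMSO wells and 100% = unlabeled Bim-BH3 peptide control; higher means more loss of mP so more displacement of Bim peptide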
# Target sequence (Q07820 whole entry, looked up): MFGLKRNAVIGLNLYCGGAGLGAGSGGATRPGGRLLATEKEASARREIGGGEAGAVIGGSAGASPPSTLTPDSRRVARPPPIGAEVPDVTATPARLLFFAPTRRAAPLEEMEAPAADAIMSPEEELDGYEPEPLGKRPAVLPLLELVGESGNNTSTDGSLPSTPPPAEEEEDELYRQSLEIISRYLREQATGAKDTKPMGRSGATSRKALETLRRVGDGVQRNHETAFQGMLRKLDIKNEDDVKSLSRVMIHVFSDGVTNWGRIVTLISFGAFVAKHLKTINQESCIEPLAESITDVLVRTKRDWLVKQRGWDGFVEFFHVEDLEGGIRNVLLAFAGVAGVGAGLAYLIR
# Starred values were filed as active, the others as inactive; x = no result given.
no.	SMILES	GLD-1 TGE inh	BCLXL inh	pPAFAH FP inh	PAFAH1B2 FP inh	MEX-5 binding	Fam108B counter	AHR act	PME-1 primary	MCL1-BIM inh
1	CCCCCNCC(=O)Nc1cc(C(F)(F)F)ccc1OCCOC	-9	0	-1	-2	0.1	0	6	2	-2
2	CCOc1ccc(S(=O)(=O)N2CCCCC2)cc1NC(=O)c1c(CC)noc1C	4	1	6	0	-0.5	-2	-2	-4	-2
3	O=c1ccnc(SCCc2ccc([N+](=O)[O-])cc2)[nH]1	1	0	-3	14	-1.3	3	2	3	-1
4	Cc1c(Cl)c([N+](=O)[O-])nn1CC(=O)N1CCCc2ccccc21	3	2	4	7	1.9	5	2	-3	7
5	O=C(NC1=NCCS1)c1ccccc1F	-2	3	-2	x	0.5	-3	0	-3	9
6	CCCn1nnc(NC(=O)COc2cc(C)ccc2C(C)C)n1	6	-2	-1	7	0.3	-5	4	4	-3
7	COc1ccc2c(c1)cc1c(=O)n(CC(=O)NCCCN3CCOCC3)nc(C)n12	4	1	3	2	-1.4	0	-4	2	1
8	COc1cccc(OCCCN2CCCCCC2)c1	6	3	2	-4	-2.7	1	-1	3	3
9	CN(C)S(=O)(=O)c1cccc(NC(=O)c2cc([N+](=O)[O-])ccc2N2CCCCC2)c1	4	2	7	1	x	x	3	46*	-5
10	Cc1ccc(N2CC(C(=O)NCc3n[nH]c(=O)c4ccccc34)CC2=O)cc1C (stereo unspecified)	-1	1	1	0	1.7	4	6	6	0
11	CC(C)(C)OC(=O)N1CSC[C@H]1C(=O)NC[C@H](CC(=O)O)c1ccc(Cl)cc1	-3	5	-2	7	-3.3	-3	8	-6	0
12	CN(Cc1nc(-c2ccc(Cl)cc2)no1)C(=O)CCN1C(=O)[C@H]2CC=CC[C@H]2C1=O	-3	9	4	3	-2.0	-1	2	1	3
13	CCc1cc2c(SCC(=O)Nc3ncc(Cl)c(C)c3Cl)ncnc2s1	6	-3	10	1	-0.8	3	4	1	6
14	Cn1c2ccccc2c(=O)c2ccc(NCCc3cccs3)cc21	79*	x	38*	12	x	x	111*	x	x
15	CCOC(=O)C1=C(N)Oc2c(oc(CO)cc2=O)C1c1ccc(F)c(F)c1 (stereo unspecified)	2	9	1	2	-1.4	2	-2	-4	-3
16	CC(Sc1nc2ccccc2n1C)C(=O)NC(c1ccccc1)c1ccccc1 (stereo unspecified)	2	-1	4	-1	-1.1	0	6	8	1
17	COc1ccc(N(CC(=O)NCc2ccc(Cl)cc2)S(=O)(=O)c2ccccc2[N+](=O)[O-])c(OC)c1	-17	-4	9	8	0.5	1	17	3	-5
18	Cc1ccc(C(=O)NCCc2nnc3ccc(SCC(=O)NCc4ccc(F)cc4)nn23)cc1	-6	2	0	8	-1.1	2	-3	4	-1
19	CCc1ccccc1NC(=O)CN(C)C(=O)CN1C(=O)NC2(CCCCCC2)C1=O	7	-1	-1	0	1.7	4	0	-1	-4
20	COc1ccc([C@H]2[C@@H]3C=CCC[C@@]3(C)C(=O)N2Cc2ccccc2)cc1Cl	5	0	3	-1	0.1	4	0	0	1
21	Cc1cc(C)cc(N(C(=O)Cc2cccs2)C(C(=O)NC2CCCC2)c2ccc(C)o2)c1 (stereo unspecified)	8	5	-5	-2	0.9	1	1	-8	4
22	CCOc1ccc(CNCc2cccnc2)cc1	-3	2	1	4	-1.8	4	0	-4	-3
23	CC(NC(=O)COC(=O)c1cc(Cl)nc(Cl)c1)c1ccccc1 (stereo unspecified)	9	10	5	3	-1.7	-7	-1	7	9
24	CS(=O)(=O)N(CC(=O)N1CCN(c2cccc(Cl)c2)CC1)c1ccccc1	4	-2	-1	1	0.3	-5	0	3	-4
25	O=C(c1ccc(C23CC4CC(CC(C4)C2)C3)o1)N1CCOCC1	6	2	10	21	-0.6	1	-1	-1	-1
26	Cn1nnnc1SCCNC(=O)C1CCC(=O)N(Cc2ccc(Cl)cc2)C1 (stereo unspecified)	5	3	2	-6	-3.1	1	-5	4	0
27	Cc1ccc(-c2ccc(C(=O)O)c(C)n2)cc1	-1	4	1	6	1.7	2	1	-2	4
28	CCOC(=O)Cc1csc(SCC(=O)Nc2cccc(Cl)c2)n1	-5	4	4	-4	1.2	5	-2	4	6
29	CCN(CC)C(=O)CSc1nnc(-c2c[nH]c3ccccc23)o1	-6	4	-5	3	1.8	-3	-6	-7	3
30	CCC(=O)N1CCN(c2ccc(Cl)cc2NC(=O)Cc2ccc(Cl)cc2)CC1	6	3	0	-1	2.4	2	-1	8	11
31	Nc1cc(=O)[nH]c(SCC(=O)Nc2ccc(Oc3ccccc3)cc2)n1	-2	5	7	2	1.7	-1	-1	-8	3
32	CCOC(=O)c1sc(Nc2ccc(Br)cc2)nc1C	4	4	4	7	0.9	5	14	14	2
33	Cc1ccc(Cl)c(OCC(O)CN(CCO)CCO)c1 (stereo unspecified)	0	4	-7	4	-3.5	0	0	-1	2
34	Cc1cccc(OCCNc2nc3c(c(=O)n(C)c(=O)n3C)n2C)c1	6	2	1	-2	x	-6	40	-1	-2
35	COc1ccc(-n2nc3c(c2NC(=O)c2c(F)cccc2Cl)CS(=O)C3)cc1 (stereo unspecified)	0	-1	4	-3	-1.4	3	-1	-4	7
36	NC(=O)c1ccc(-n2c(CCC(=O)O)ccc2-c2cccs2)cc1	6	5	5	2	-5.1	-3	-1	2	0
37	CCN(c1ccccc1)S(=O)(=O)c1cc(C(=O)OC2CCOC2=O)ccc1C (stereo unspecified)	-4	-1	3	8	x	x	4	10	3
38	Cc1ccc(CS(=O)Cc2ccc(C(=O)N3CCOCC3)o2)cc1 (stereo unspecified)	3	9	0	5	1.6	1	2	0	3
39	Cc1ccnc(NC(=O)c2cc(S(=O)(=O)NCc3ccccc3)ccc2C)c1	4	3	3	3	x	x	2	3	6
40	CCCCC1C2=C(CCCC2=O)OC2=C1C(=O)CCC2	3	4	0	2	1.0	2	3	-1	3
41	COC(=O)CCC(=O)NNC(=O)c1ccc(Cl)cc1Cl	4	1	1	4	4.0	1	0	6	4
42	CCN(CC)S(=O)(=O)c1ccc(N(C)Cc2cccc(OC)c2OC)nc1	7	6	4	2	0.5	4	-1	-3	5
43	COc1ccccc1N1CCN(C(=O)CNC(=O)c2ccc(Cl)cc2Cl)CC1	2	7	9	7	3.1	4	2	7	7
44	CC(C)CC1NC(=O)N(CC(=O)NC2CCCc3ccccc32)C1=O (stereo unspecified)	0	-6	7	7	-3.7	8	0	3	-2
45	Cc1ccccc1C(=O)NCC(=O)OC(C)C(=O)NC(C)CCc1ccccc1 (stereo unspecified)	-3	-1	2	4	x	x	0	5	6
46	COc1ccc(-c2cncnc2-c2ccc(OC)cc2O)cc1	3	7	8	-3	3.5	3	4	-1	3
47	S=c1[nH]nc(Cc2cccs2)n1-c1ccccc1	-7	-4	-8	4	2.3	0	1	-3	-6
48	Cc1ccc(CSc2nc3c(c(=O)[nH]c(=O)n3C)n2CCC(C)C)cc1	-1	3	14	7	-0.8	1	1	-5	3
49	O=C(c1ccccn1)N(Cc1ccco1)C1(C(=O)NC2CCCC2)CCCCC1	3	3	-3	2	-1.1	-7	-1	5	1
50	O=C(COC(=O)c1c2c(nc3ccccc13)/C(=C/c1cccc([N+](=O)[O-])c1)CCC2)NC1CCS(=O)(=O)C1 (stereo unspecified)	5	-2	38*	-2	-0.8	-5	-3	-15	-17
51	CCC(=O)N1CCN(c2ccc(NC(=O)COc3ccc(C)cc3C)cc2)CC1	10	4	5	2	-3.7	-2	1	-7	-8
52	CCN(C(=O)COC(=O)c1c(C)nsc1NC)c1ccccc1	2	-1	-2	7	x	x	2	-2	5
53	Cc1c(CCOC(=O)CC23CC4CC(CC(C4)C2)C3)sc[n+]1Cc1ccccc1	5	7	3	8	0.6	-1	-3	1	10
54	CCCCN(C(=O)c1ccc2c(c1)OCO2)c1c(N)n(CCCC)c(=O)[nH]c1=O	1	2	1	2	0.6	-2	0	-6	-1
55	N#CCC(=O)Nc1ccc(C(=O)Nc2cccnc2)cc1	-2	4	-10	0	-3.5	4	6	-5	3
56	Oc1ccc2oc3c(c2c1/C=N/n1cnnc1)CCCC3	14	3	-5	7	0.6	-3	12	0	-1
57	O=C(COC(=O)c1ccc[n+]([O-])c1)Nc1ccc(Cl)cc1[N+](=O)[O-]	0	6	3	-5	x	x	3	-3	5
58	COc1ccc(NC(=S)N2CCN(c3ncccn3)CC2)cc1	-6	3	4	4	2.0	4	-3	-2	17
59	Cc1cc(F)ccc1S(=O)(=O)Nc1ccc(O)c(Sc2ncn[nH]2)c1	9	12	13	10	-5.4	2	0	-3	20
60	Cc1nn(C)c(C)c1CN(C)C(=O)C1c2ccccc2Oc2ccccc21	30	31*	6	4	-47*	-2	-1	0	37

# Following part.
no.	SMILES	GLD-1 TGE inh	BCLXL inh	pPAFAH FP inh	PAFAH1B2 FP inh	MEX-5 binding	Fam108B counter	AHR act	PME-1 primary	MCL1-BIM inh
61	CN(Cc1cn(Cc2ccccc2)nc1-c1ccc2c(c1)OCO2)Cc1nccn1C	3	2	6	-4	-1.5	3	10	10	13
62	CC(=O)C[C@H]1c2ccccc2S(=O)(=O)N1C1CCCCC1	6	8	3	13	-1.9	8	5	-9	9
63	Cc1c(NC(=O)C(C)Sc2ccc3ccccc3n2)c(=O)n(-c2ccccc2)n1C (stereo unspecified)	-3	3	6	1	0.0	-2	-1	-3	1
64	Cc1nn2c(=O)c(NC(=O)c3ccc(Cl)cc3)cnc2s1	9	8	-1	-3	0.5	5	1	-2	10
65	COc1ccc(C(=O)CCc2ccccc2)cc1	-5	2	3	6	-1.3	-1	-1	-2	4
66	CSc1ncccc1C(=O)OCC(=O)Nc1ccc2c(c1)CCC2	7	7	4	4	x	x	0	-6	3
67	c1cncc(-c2nc3ccccc3o2)c1	1	-6	0	-4	1.5	-2	0	3	-15
68	Cc1ccc(CNC(=O)c2cc(=O)c3cc(C)ccc3o2)cc1	-1	6	1	1	-0.7	2	3	3	-6
69	CCOC(=O)CNC(=O)c1cn(CC(C)C)c(=O)c2cc(OC)c(OC)cc12	-3	1	4	4	0.9	2	6	-2	-4
70	COc1cc(C(=O)N2CCN(c3ccccc3OC)CC2)c([N+](=O)[O-])cc1OC	7	4	7	-2	1.0	1	-1	3	5
71	Cc1cc(C)n(-c2nc3c(c(=O)n(C)c(=O)n3C)n2CCO)n1	2	-1	-1	-2	0.5	4	3	-1	0
72	COc1cccc(CCC(=O)N2CCC(n3nccc3NC(=O)C3CCOC3)CC2)c1 (stereo unspecified)	0	2	-10	8	3.9	0	4	0	-1
73	c1ccc2c(c1)c1c3n2CCNC3CCC1 (stereo unspecified)	-12	9	0	5	-3.2	-6	25	-4	1
74	C(=N\c1nccs1)/c1cccnc1	6	2	-3	0	0.6	1	6	-3	1
75	COc1ccc(C2CC(=O)C(C=NCCO)=C(O)C2)cc1OC (stereo unspecified)	10	7	1	5	0.2	-4	-2	-2	6
76	N#Cc1c(N)nc(SCC(=O)C23CC4CC(CC(C4)C2)C3)c(C#N)c1-c1ccc(Cl)cc1	3	8	-1	0	-0.3	0	1	1	5
77	COc1ccc(-n2c(CN3CCN(c4ccccn4)CC3)nc3ccc([N+](=O)[O-])cc3c2=O)c(OC)c1	2	7	-2	2	0.8	0	27	-1	8

# A portion of the library. The share of hits here may be higher or lower than overall.
